Screening results as filed in PubChem.
NSD2 HMT inh: inhibitors of human histone methyltransferase NSD2; O96028; NSD2 peptide methylation, AlphaScreen, 120 min; inhibition, % at 12.5 µM; 0.54% of 310,000 active; AID 743445; in the data active means inhibition above about 50%
Keap1 Nrf2 FP: inhibitors of human Keap1-Nrf2 protein-protein interaction; AID 504523; inhibition, % at 9.4 µM; 0.15% of 340,000 active; Keap1 Kelch-Nrf2 peptide fluorescence polarization, 1536-well; in the data active means inhibition above about 12%;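 further: human Keap1 Kelch domain with fluorescein labeled Nrf2 9mer peptide probe; 0% = neutral control wells and 100% = peptide positive control; higher means more block of Keap1 binding to Nrf2 peptide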
Target sequence (Q14145 whole entry, looked up, the tested form may be a part): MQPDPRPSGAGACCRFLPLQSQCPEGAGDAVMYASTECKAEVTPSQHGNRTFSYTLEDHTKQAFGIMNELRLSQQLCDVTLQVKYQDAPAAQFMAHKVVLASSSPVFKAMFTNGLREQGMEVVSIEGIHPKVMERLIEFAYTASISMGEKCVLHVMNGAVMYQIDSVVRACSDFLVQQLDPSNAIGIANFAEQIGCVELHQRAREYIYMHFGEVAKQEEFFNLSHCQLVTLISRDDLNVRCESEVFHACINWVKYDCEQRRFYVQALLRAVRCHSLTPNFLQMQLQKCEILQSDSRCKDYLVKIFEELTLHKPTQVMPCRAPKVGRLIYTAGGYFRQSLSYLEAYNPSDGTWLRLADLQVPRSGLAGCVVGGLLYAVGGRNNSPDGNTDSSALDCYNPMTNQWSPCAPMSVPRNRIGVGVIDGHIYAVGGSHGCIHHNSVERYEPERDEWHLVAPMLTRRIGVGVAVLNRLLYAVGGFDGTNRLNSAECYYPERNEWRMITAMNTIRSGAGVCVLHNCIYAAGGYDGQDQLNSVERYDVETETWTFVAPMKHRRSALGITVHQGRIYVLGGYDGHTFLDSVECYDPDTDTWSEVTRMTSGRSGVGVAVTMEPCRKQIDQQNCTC
PvdQ inh: P. aeruginosa PvdQ acylase inhibition | inhibition, % at 10 µM | purified PvdQ acylase, fluorescence plate reader | AID 488965 | 0.063% of 340,000 active; in the data active means inhibition above about 30%, passing the limit was not always enough;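 further: 0% = vehicle neutral wells and 100% = reference inhibitor wells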
SR-BI DiI-HDL act: activators of SR-BI mediated HDL lipid uptake; activation, % at 12.5 µM; CHO ldlA[mSR-BI] cells, DiI-HDL uptake fluorescence, 3 h; 100 = double the neutral-control signal; 0.096% of 320,000 active; AID 504775;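 active means mean replicate activation of at least 60% and every replicate at or above 60%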;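 further: 0% = median plate neutral-control signal and 100% = twice that signal; values of inactives mirror those of a sister screen read the other way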
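system = CHO ldlA[mSR-BI] cells, LDL receptor-null, SR-BI overexpressing | medium = Ham's F12 with 0.5% BSA, HEPES 25 mM, pH 7.4 | probe or stimulus = DiI-HDL 10 µg/mL | compound dosing = single-point compound dose | incubation = compound exposure 3 h, 37 °C | technique = DiI fluorescence, bottom read | read-out = cell-associated DiI fluorescence as measure of HDL uptake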
RTF Ca sens inh: cardiac RTF calcium desensitization | 0.12% of 340,000 active | P19429+P45379 | IANBD-labeled cardiac RTF, Ca2+ fluorescence | inhibition, % at 7.15 µM;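 active means inhibition above the mean inhibition of all tested compounds plus 3 SD, cut at about 17% in these data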;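 further: assay run at fixed EC70 calcium of 1.6 mM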
Arrestin-AP2 inh: inhibitors of human beta-arrestin and AP2 interaction | 0.31% of 340,000 active | AID 504490 | FITC-arrestin peptide / GST-AP2 beads, flow cytometry; AP2 beta2 appendage carries R879A mutation | inhibition, % at 10 µM;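 active means inhibition above a set limit, near 3 SD of compounds lacking own fluorescence, cut at about 54% in these data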;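 further: plate controls were DMSO wells for no effect and 5 µM unlabelled arrestin peptide for full effect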
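System: GST-AP2 R879A glutathione beads | Also added: FITC-arrestin peptide, 50 nM | Times: 12 min plus 1 h, RT | Signal: Bead flow cytometry, FITC channel | Buffer or medium: PBS with 0.05% Tween 20 and 0.1% BSA | Read-out basis: Percent drop in bead-associated FITC signal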
DAGLB inhibitor: diacylglycerol lipase beta (human) inhibition. Q8NCG7. HEK293T DAGLB membrane lysate, EnzChek fluorogenic substrate. inhibition, % at 5.17 µM. 0.059% of 340,000 active; in the data active means inhibition above about 34%;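 further: 0% = enzyme with vehicle and 100% = wells lacking enzyme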
SR-BI DiI inh: inhibitors of mouse SR-BI mediated HDL lipid uptake. Q61009. ldlA[mSR-BI] CHO cells, DiI-HDL uptake fluorescence, 3 h. inhibition, % at 12.5 µM. 0.96% of 320,000 active;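 active means mean replicate inhibition of at least 70% and a set share of replicates each scoring 70 or more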;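 further: 0% = median of neutral control wells and 100% = median of positive control wells; values of inactives mirror those of a sister screen read the other way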
LANA DNA inh: inhibitors of KSHV LANA C-terminal domain DNA binding; MBP-C-LANA/FAM-LBS DNA binding, fluorescence polarization; inhibition, % at 9 µM; 0.078% of 340,000 active;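 active means highest replicate inhibition at or above 60% at 9 µM, even if other replicates fall short; inactive means all replicates below 60% inhibition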;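 further: 0% = neutral control wells and 100% = 4 µM acridine orange control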
PKA-R2B activ: activates the human PKA-R2B holoenzyme complex; P22694+P31323; PKA-R2B holoenzyme dissociation, Cy5-IP20 fluorescence polarization; R2B truncated from residue 108, S112A mutant; 0% DMSO only, 100% 113 µM cGMP; activation, % at 11.4 µM; 0.079% of 340,000 active;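 active means activation above a cutoff set at the mean over all compounds plus 3 SD, cut at about 18% in these data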;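 further: higher means more holoenzyme dissociation and a rise in polarization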
Target sequence (P31323 whole entry, looked up, other chains not shown, the tested form may be a part): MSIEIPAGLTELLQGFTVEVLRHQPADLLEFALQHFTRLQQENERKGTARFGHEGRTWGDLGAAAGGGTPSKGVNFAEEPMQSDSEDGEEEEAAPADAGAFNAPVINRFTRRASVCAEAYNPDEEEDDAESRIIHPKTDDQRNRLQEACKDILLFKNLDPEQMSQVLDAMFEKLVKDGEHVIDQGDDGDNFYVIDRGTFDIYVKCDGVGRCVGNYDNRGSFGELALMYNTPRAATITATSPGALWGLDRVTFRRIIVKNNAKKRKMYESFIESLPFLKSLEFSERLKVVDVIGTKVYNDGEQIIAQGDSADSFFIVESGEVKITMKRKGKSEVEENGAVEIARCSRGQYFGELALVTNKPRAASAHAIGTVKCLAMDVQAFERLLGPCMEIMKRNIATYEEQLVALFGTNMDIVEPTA
* hit, by the source's call; . = not tested or not shown.

item	SMILES	NSD2 HMT inh	Keap1 Nrf2 FP	PvdQ inh	SR-BI DiI-HDL act	RTF Ca sens inh	Arrestin-AP2 inh	DAGLB inhibitor	SR-BI DiI inh	LANA DNA inh	PKA-R2B activ
1	Cc1ccc(/C=N/NC(=O)c2c[nH]c3ccccc23)s1	4	-1	5	10	-6	5	-6	-10	0.7	-2
2	Cc1cccc(COc2ccc(/C=C3/C(=O)N(C)C(=S)N3C)cc2)c1	0	2	-18	8	-2	10	-9	-8	-2.5	2
3	CCC1=NN2C(=N)/C(=C/c3ccc(OS(=O)(=O)c4ccccc4)cc3)C(=O)N=C2S1	2	-5	-4	-19	-7	-3	3	19	0.5	29*
4	Cc1ccc2c(CSc3nnc4ccccn34)cc(=O)oc2c1C	-2	1	-3	15	3	3	0	-15	-0.9	-6
5	O=C(Cn1[nH]c(=O)c2ccccc2c1=O)NCCN1C(=O)S/C(=C\c2ccccc2)C1=O	2	-5	0	-1	-6	17	-5	1	0.2	-6
6	CC(=O)c1ccc(C(=O)N2CCc3c([nH]c4ccccc34)C2c2cccc(C)n2)s1 (centres undefined)	-1	-5	-10	.	-14	10	-1	.	-0.4	-6
7	C=CCn1c(SCC(=O)N2CC(=O)Nc3ccccc32)nc2scc(-c3ccccc3)c2c1=O	-2	-2	2	-17	-5	-3	3	17	0.8	1
8	CCn1c(SCC(=O)NC(C)(C)C)nnc1-c1ccccn1	-2	-4	-18	11	0	1	5	-11	1.8	-2
9	COC(=O)c1[nH]c2ccc(Cl)cc2c1NC(=O)CN1CCc2cc(OC)c(OC)cc2C1	.	-1	2	-27	-4	14	-1	27	-0.1	-12
10	O=C(Nc1ccccc1N1CCCCC1)c1ccc([N+](=O)[O-])o1	0	-7	-10	-40	-3	0	-3	40	-1.0	-3
11	CCc1ccc(NC(=O)CN(N=Nc2nonc2C)c2nonc2C)cc1	.	1	2	17	26*	24	-2	-17	1.0	-3
12	CCCCn1c(=O)c(CCC(=O)OCC(=O)NC(C)c2ccccc2)nc2ccccc21 (centres undefined)	-1	0	-4	-19	9	7	-1	19	0.8	-1
13	COc1ccc2c(c1)c(=O)oc1c(C)c(OCc3ccc(C(=O)O)cc3)ccc12	-1	-6	-8	4	2	-23	3	-4	2.1	-11
14	Nc1nc(=S)c2ncn(C3OC(CO)C(O)C3O)c2[nH]1 (centres undefined)	52*	5	2	14	4	12	2	-14	32	-5
15	COc1ccc(OC(C)C(=O)NC2CC(C)(C)NC(C)(C)C2)cc1 (centres undefined)	31	2	-6	10	-13	-1	2	-10	-0.4	-9
16	NC(=O)COC(=O)c1cc(S(=O)(=O)N2CCN(c3ccccc3)CC2)ccc1Cl	43	-1	-4	-2	-7	13	1	2	-0.4	-12
17	COC(=O)c1ccc(CSc2nnc(NCc3ccccc3)s2)o1	2	-3	-13	2	-7	-2	1	-2	1.4	-6
18	CCN(CC)S(=O)(=O)c1ccc(N2CC(C(=O)NCCC3=CCCCC3)CC2=O)cc1 (centres undefined)	12	0	-16	1	-5	-7	-1	-1	-0.4	-4
19	CCOC(=O)Cn1c(=O)oc2cc(S(=O)(=O)N3CCCc4ccccc43)ccc21	.	-7	-7	-36	2	-4	-5	36	-1.0	2
20	Cc1cccc(NC(=O)C(C)Sc2nc3nc(C)cc(C)n3n2)c1 (centres undefined)	-1	2	-11	-11	0	-13	-1	11	-1.7	-8
21	CC(C)(C)NC(=O)C(c1ccncc1)N(C(=O)Cn1nnc(-c2ccc(F)cc2)n1)c1ccc(F)cc1 (centres undefined)	2	-3	-3	-31	-5	18	-1	31	0.2	-7
22	Cc1ccc2nsnc2c1NC(=O)c1cncc(Br)c1	23	1	15	-19	5	9	0	19	-1.2	-1
23	CNc1nc(N2CCc3ccccc32)ncc1F	.	-3	-2	0	3	2	0	0	-2.3	4
24	CCc1ccc(N2CC(C(=O)NC3CCCCC3C)CC2=O)cc1 (centres undefined)	0	-2	-1	11	7	23	-2	-11	-0.7	-15
25	CS(=O)(=O)N(CC(=O)NC1CCCCC1)Cc1ccc(F)cc1	-5	-2	6	17	-11	0	0	-17	0.6	2

PKA-R2B activ: entries above that show a hit.
#	SMILES	NSD2 HMT inh	Keap1 Nrf2 FP	PvdQ inh	SR-BI DiI-HDL act	Arrestin-AP2 inh	DAGLB inhibitor	SR-BI DiI inh	LANA DNA inh	PKA-R2B activ
3	CCC1=NN2C(=N)/C(=C/c3ccc(OS(=O)(=O)c4ccccc4)cc3)C(=O)N=C2S1	2	-5	-4	-19	-3	3	19	0.5	29*

Continued:
item	SMILES	NSD2 HMT inh	Keap1 Nrf2 FP	PvdQ inh	SR-BI DiI-HDL act	RTF Ca sens inh	Arrestin-AP2 inh	DAGLB inhibitor	SR-BI DiI inh	LANA DNA inh	PKA-R2B activ
26	C=CCN1C(=O)CS/C1=N\S(=O)(=O)c1ccc(Cl)cc1	-2	-5	-5	23	-10	-7	-3	-23	1.0	-11
27	NC(=O)c1cccn(Cc2ccc(C(F)(F)F)cc2)c1=O	-3	0	3	5	.	12	.	-5	-1.6	.
28	Cc1c(CN2CCCC(C(=O)c3cccc(OC(C)C)c3)C2)c(=O)n(-c2ccccc2)n1C (centres undefined)	-4	-4	-17	11	1	-8	1	-11	-0.5	-5
29	COC1CCCN(Cc2cn(C)nc2-c2ccc(Oc3ccccc3)cc2)C1 (centres undefined)	0	-6	-27	-5	-4	-4	-1	5	2.5	-11
30	COC(=O)c1ccc2[nH]c(CO)c(-c3ccccc3)c2c1	.	-2	2	-51	6	12	-2	51	0.4	-5
31	COc1ccc(C(=O)C2CCCN(Cc3ccc4nonc4c3)C2)c(C)c1 (centres undefined)	-5	-4	-2	3	-1	2	-7	-3	0.9	-6
32	O=C(NCc1ccccc1)c1ccc2c(=O)n3c(nc2c1)CCCCC3	-1	3	-1	.	0	12	1	.	3.2	7
33	Cc1ccc(S(=O)(=O)NC(=NC2CCCCC2)c2ccc(Cl)cc2)cc1	-4	-3	-9	.	0	-3	-2	.	1.2	-1
34	COc1ccc(NC2CC(=O)N(c3ccccc3)C2=O)cc1 (centres undefined)	0	2	-13	-29	-9	2	0	29	1.0	1
35	Cc1cccc(C2=NN(c3ccc(Br)cc3)[C@@H](C(=O)N3CCOC3=O)[C@@H]2c2ccccc2)c1	.	3	-7	-29	-2	10	-1	29	-1.2	-6
36	COc1ccc2sc(N(CCCN(C)C)C(=O)c3nc4ccccc4s3)nc2c1	-1	2	-9	-19	-5	5	2	19	0.0	-11
37	COc1ccc(OC)c(NC(=O)CCN2CCN(C/C=C/c3ccccc3)CC2)c1	9	5	1	-19	-3	39	-2	19	1.7	-1
38	Cc1cc2c(s1)c1cnn(-c3ccccc3)c(=O)c1n2C	.	-3	3	-6	2	8	-4	6	1.3	-5
39	COc1ccc(NC(=O)CN2CC(C)OC(C)C2)cc1Cl (centres undefined)	-1	-3	-11	9	-6	-7	-1	-9	0.9	-7
40	Cc1cc(OCC(=O)OCC(=O)N(C)c2c(N)n(Cc3ccccc3)c(=O)[nH]c2=O)ccc1Cl	-1	1	-12	22	-2	-5	1	-22	1.8	-4
41	COc1ccc(CNC(=O)COC(=O)c2cccn2C)cc1	1	-3	7	-4	-2	-1	-1	4	16	-4
42	O=c1oc2ccccc2c(NCc2ccc(Cl)cc2)c1[N+](=O)[O-]	-2	-5	-10	.	-10	11	2	.	-1.4	-3
43	CC12CN3CC(C)(CN(C1)C3c1ccc(Cl)cc1Cl)C2=O (centres undefined)	.	6	15	19	-2	22	0	4	-6.5	-6
44	CCOc1ccc(S(=O)(=O)Nc2cccc(C(=O)N(C)CC(=O)Nc3cccc(OC)c3)c2)cc1	-8	-1	11	7	-20	40	-2	-7	0.2	-4
45	COc1ccc(C(=O)Oc2cc(/C=N/NS(=O)(=O)c3ccccc3)ccc2OC)cc1	1	5	0	13	-2	8	0	-13	0.7	-10
46	O=C(NCC1CCCO1)c1cccc(F)c1 (centres undefined)	-2	-3	-15	18	-2	-4	-3	-18	-0.1	5
47	CC(=O)c1ccccc1NC(=O)CSCc1nc2sc(C)c(C)c2c(=O)[nH]1	-1	-4	-14	8	-7	10	0	-8	-1.0	0
48	COc1cc(NC(=O)C/C(C)=N/NC(=O)C(=O)NC2CCCCC2)c(OC)cc1Cl	1	1	-9	-37	-2	22	4	37	-3.3	8
49	O=C1N=C(N2CCOCC2)S/C1=C/c1ccc(-c2ccccc2Cl)o1	3	3	4	-8	-1	28	-3	8	0.8	-5
50	COC(=O)[C@@H](NC(=O)Nc1ccc(C(C)=O)cc1)C(C)C	-2	-1	-6	-6	-2	-4	1	6	0.0	5

Quoted from above, entries 27–28
item	SMILES	NSD2 HMT inh	Keap1 Nrf2 FP	PvdQ inh	SR-BI DiI-HDL act	RTF Ca sens inh	Arrestin-AP2 inh	DAGLB inhibitor	SR-BI DiI inh	LANA DNA inh	PKA-R2B activ
27	NC(=O)c1cccn(Cc2ccc(C(F)(F)F)cc2)c1=O	-3	0	3	5	.	12	.	-5	-1.6	.
28	Cc1c(CN2CCCC(C(=O)c3cccc(OC(C)C)c3)C2)c(=O)n(-c2ccccc2)n1C (centres undefined)	-4	-4	-17	11	1	-8	1	-11	-0.5	-5

Next section:
item	SMILES	NSD2 HMT inh	Keap1 Nrf2 FP	PvdQ inh	SR-BI DiI-HDL act	RTF Ca sens inh	Arrestin-AP2 inh	DAGLB inhibitor	SR-BI DiI inh	LANA DNA inh	PKA-R2B activ
51	NC(=O)NC(=O)C(Nc1ccc(N2CCCCC2)cc1)c1ccccc1 (centres undefined)	13	-4	-9	.	-4	6	3	.	-1.6	-14
52	C=CCOC(=O)/C(=C\c1ccc(OC)cc1)NC(=O)c1ccco1	-2	-6	-15	9	-10	0	2	-9	4.0	-4
53	N#Cc1cccc(NC(=O)Nc2cccs2)c1	-2	0	-2	-41	7	-8	3	41	0.7	-19
54	COc1ccc(CCNC(=O)CN(c2cc(OC)ccc2OC)S(=O)(=O)c2ccccc2)cc1	2	-3	-15	4	-5	-1	-1	-4	0.7	-3
